High-throughput results as filed in PubChem.
MITF TRPM1 HTS: increases MITF-driven TRPM1 promoter luciferase signal; SK-MEL-5 TRPM1-promoter luciferase, 24 h; % of positive control, neutral wells = 0; activation, % at 12.5 µM; hit rate 0.75% among 300,000;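 active means mean activation of at least 80% with every replicate also reaching 80%; inconclusive means mean reaches 80% but some replicate falls short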;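 further: 0% = neutral control wells and 100% = parthenolide positive control wells; values of inactives mirror those of a sister screen read the other way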
dFosB act: mouse delta FosB homodimer activation; activation, % at 25 µM; AID 493131; purified delta FosB, TAMRA-CDK5 oligo fluorescence polarization; percent of positive-control signal above neutral wells; hit rate 0.99% among 340,000; P13346;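 active means mean activation above about 17%, with every replicate also reaching it, limit read from the data, passing the limit was not always enough; inconclusive means only one of the two conditions met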;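 further: fluorescence polarization rise as delta FosB binds a TAMRA Cdk5 AP-1 oligo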
Target sequence (P13346 whole entry, looked up): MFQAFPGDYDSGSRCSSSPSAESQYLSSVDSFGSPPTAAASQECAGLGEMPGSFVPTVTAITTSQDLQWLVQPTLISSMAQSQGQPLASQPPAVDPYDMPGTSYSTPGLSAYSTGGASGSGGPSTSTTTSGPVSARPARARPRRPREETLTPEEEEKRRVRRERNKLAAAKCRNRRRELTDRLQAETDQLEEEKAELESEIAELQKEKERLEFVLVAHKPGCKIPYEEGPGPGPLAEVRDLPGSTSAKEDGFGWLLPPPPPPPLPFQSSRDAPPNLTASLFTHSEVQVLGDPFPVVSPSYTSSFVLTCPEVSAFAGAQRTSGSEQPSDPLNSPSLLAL
CDK5 p35 inh: blocks human CDK5/p35 kinase activity; hit rate 0.01% among 330,000; inhibition, % at 10 µM; Q00535+Q15078; Recombinant CDK5/p35, ADP-Glo luminescence, 60 min;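 active means highest replicate inhibition of at least 50% and at least 75% of replicates reaching 50%; inconclusive means only one of the two criteria met; inactive means both criteria failed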;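 further: plate controls were DMSO neutral control for no effect and GW8510 at 10 µM for full effect; many of its hits are not listed in these tables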
Target sequence (Q00535 whole entry, looked up): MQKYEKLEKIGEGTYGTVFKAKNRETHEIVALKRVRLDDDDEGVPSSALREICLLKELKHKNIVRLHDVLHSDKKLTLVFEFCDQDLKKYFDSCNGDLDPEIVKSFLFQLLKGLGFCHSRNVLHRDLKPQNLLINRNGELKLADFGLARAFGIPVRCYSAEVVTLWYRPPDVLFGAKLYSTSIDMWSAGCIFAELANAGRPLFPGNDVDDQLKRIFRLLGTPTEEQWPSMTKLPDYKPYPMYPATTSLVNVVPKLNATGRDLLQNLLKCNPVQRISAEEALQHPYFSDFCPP
Target sequence (Q15078 whole entry, looked up): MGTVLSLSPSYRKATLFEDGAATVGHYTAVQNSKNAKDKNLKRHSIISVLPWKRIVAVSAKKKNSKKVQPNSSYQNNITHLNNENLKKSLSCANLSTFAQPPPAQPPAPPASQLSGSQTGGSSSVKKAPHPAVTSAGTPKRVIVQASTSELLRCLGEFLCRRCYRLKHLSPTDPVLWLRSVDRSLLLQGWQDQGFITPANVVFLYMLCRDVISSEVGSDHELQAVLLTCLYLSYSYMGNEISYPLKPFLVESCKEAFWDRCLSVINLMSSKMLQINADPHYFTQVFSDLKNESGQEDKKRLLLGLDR
PKA-R2B act: activators of human PKA-R2B complex | PKA-R2B holoenzyme dissociation, Cy5-IP20 fluorescence polarization; R2B truncated from residue 108, S112A mutant; 0% DMSO only, 100% 113 µM cGMP | activation, % at 11.4 µM | hit rate 0.079% among 340,000 | P22694+P31323;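 active means activation above a cutoff set at the mean over all compounds plus 3 SD, cut at about 18% in these data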;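 further: higher means more holoenzyme dissociation and a rise in polarization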
Arr AP2 block: human beta-arrestin and AP2 interaction inhibition. FITC-arrestin peptide / GST-AP2 beads, flow cytometry; AP2 beta2 appendage carries R879A mutation. inhibition, % at 10 µM. hit rate 0.31% among 340,000. AID 504490;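 active means inhibition above a set limit, near 3 SD of compounds lacking own fluorescence, cut at about 54% in these data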;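 further: plate controls were DMSO wells for no effect and 5 µM unlabelled arrestin peptide for full effect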
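test system = AP2 appendage R879A on GSH beads | buffer or medium = PBS plus Tween 20 (0.05%) and BSA (0.1%) | incubation = 12 min plus 1 h, RT | detection = bead flow cytometry, FITC channel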
NSD2 HMT inh: inhibitors of human histone methyltransferase NSD2; O96028; NSD2 peptide methylation, AlphaScreen, 120 min; inhibition, % at 12.5 µM; hit rate 0.54% among 310,000; AID 743445; in the data active means inhibition above about 50%
SUMO Mot1 rescue: SUMOylation pathway inhibition by Mot1-301 growth rescue; S. cerevisiae Mot1-301 growth rescue, ATP luminescence, 38.5C; percent above DMSO median, 100 means doubled; growth rescue, % at 18.8 µM; hit rate 1% among 320,000; AID 2716;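 active means every valid replicate shows activation above 250% relative to neutral control wells; inactive means the rest, any valid replicate at or below 250%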;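 further: OY570 slx delta 5 strain wells were the positive control but not used for scaling; some compounds called inactive have numbers as strong as hits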
SR-BI DiI-HDL act: enhances SR-BI lipid uptake from DiI-HDL. CHO ldlA[mSR-BI] cells, DiI-HDL uptake fluorescence, 3 h; 100 = double the neutral-control signal. activation, % at 12.5 µM. hit rate 0.096% among 320,000;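 active means mean replicate activation of at least 60% and every replicate at or above 60%; inconclusive means mean or all-replicate condition met, but not both; inactive means mean below 60% and not all replicates reaching 60%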;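 further: 0% = median plate neutral-control signal and 100% = twice that signal; values of inactives mirror those of a sister screen read the other way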
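Material: SR-BI-overexpressing, LDLR-lacking CHO cells | Dosing: Single compound concentration, delivered by pin transfer | Probe or stimulus: Labelled HDL, 10 µg/mL | Signal: Bottom-read cell fluorescence after medium removal, ex 550/em 595 nm | Schedule: 3 h, 37 °C | Evaluation: HDL uptake via cellular fluorescence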
Pemphigus Ab inh: inhibitors of pemphigus antibody binding to human desmoglein-3; hit rate 0.48% among 310,000; binding (percent of control), % at 10 µM; DSG3-coupled beads, scFv-anti-DSG3-GFP binding, flow cytometry; hits give low values; P32926;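 active means binding more than 3 SD below its plate's average and above zero; inconclusive means below that plate limit but binding exactly zero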;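 further: hits lower antibody fragment binding to DSG3; some compounds called inactive have numbers as strong as hits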
SR-BI HDL uptake: mouse SR-BI HDL lipid transfer inhibition; Q61009; ldlA[mSR-BI] CHO cells, DiI-HDL uptake fluorescence, 3 h; inhibition, % at 12.5 µM; hit rate 0.96% among 320,000;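 active means mean replicate inhibition of at least 70% and a set share of replicates each scoring 70 or more; inconclusive means meets just one of the two criteria; inactive means fails both criteria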;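 further: 0% = median of neutral control wells and 100% = median of positive control wells; values of inactives mirror those of a sister screen read the other way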
PKA-R1A act: activates the PKA-R1A holoenzyme complex; P00514+P68181; PKA-R1A dissociation, Cy5-IP20 fluorescence polarization; scaled: DMSO 0%, 113 µM cGMP 100%; hit rate 0.083% among 340,000; AID 504707; activation, % at 11.4 µM;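 active means percent activation above the mean of all tested compounds plus 3 SD, cut at about 19% in these data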;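 further: higher means more PKAc released from R1A so a rise in polarization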
Active calls of the source: *; ? = inconclusive; . = no result given.

SMILES	MITF TRPM1 HTS	dFosB act	CDK5 p35 inh	PKA-R2B act	Arr AP2 block	NSD2 HMT inh	SUMO Mot1 rescue	SR-BI DiI-HDL act	Pemphigus Ab inh	SR-BI HDL uptake	PKA-R1A act
CN(C)CCN(Cc1ccco1)C(=O)c1oc2ccccc2c1NC(=O)COc1ccccc1	19	-1	2.0	-2	-10	22	18	27	104	-27	-16
CSC1=NCCN1C(=O)c1ccc(S(=O)(=O)N2CCOCC2)cc1	1	3	-1.1	-11	-3	.	150	.	.	.	10
O=C(CN1C(=O)NC2(CCCC2)C1=O)N1CCN(S(=O)(=O)c2cc(Cl)ccc2Cl)CC1	-15	-3	0.3	-6	8	-2	18	-2	97	2	11
CNC(=O)CSc1nc2cc(S(=O)(=O)Nc3ccc(OC)cc3)ccc2o1	-7	-7	2.7	-1	-2	.	-12	14	-4.7*	-14	2
COc1ccc(N2C(=NC(=O)C3CCCO3)SC3CS(=O)(=O)CC32)cc1 (configuration not stated)	16	-9	1.9	1	4	-3	-8	3	102	-3	3
CCn1c(=NC(=O)c2ccco2)sc2cccc(F)c21	20	-29	-2.3	-6	7	.	-7	-48	100	48	-10
Cc1ccc(C(=O)Cn2c3[n+](c4ccccc42)CC(O)CS3)cc1 (configuration not stated)	-1	-17	-1.3	4	-3	24	-4	12	96	-12	-10
COc1ccccc1CNC(=O)c1cc(-c2ccccc2)nn1CC1CC(c2cccc([N+](=O)[O-])c2)=NO1 (configuration not stated)	-5	-2	-1.3	9	-2	.	5	-26	99	26	-8
COc1ccc2c(c1)OC[C@H]1[C@H]2N2C(=O)CN(CCc3c[nH]c4ccccc34)C(=O)[C@@]2(C)[C@H]1c1ccccc1	-2	-1	0.3	-12	4	.	-7	-2	104	-1	-16
CNC1(c2nnnn2-c2ccccc2C)CCOC(C)(C)C1 (configuration not stated)	5	2	-1.7	-7	-4	6	16	6	86	-6	-14
Nc1c(C(O)(C(F)(F)F)C(F)(F)F)ccc2ccccc12	-8	-7	-0.8	-8	7	-1	.	-3	126	3	-5
Cc1[nH]nc2c1C(c1ccc(F)cc1)C(C#N)=C(N)O2 (configuration not stated)	-7	1	0.2	-1	-2	1	-13	10	.	-10	1
CS(=O)(=O)NCCNc1ncc(C(F)(F)F)cc1Cl	-4	2	0.1	-11	-6	-2	-13	4	107	-4	-4
CCC(C)NC(=O)c1ccc(CSCc2ccccc2Cl)o1 (configuration not stated)	11	-4	1.8	-3	2	1	0	-44	90	44	3
CCOC(=O)c1c(NC(=O)CN2C(=O)NC3(CCC(C)CC3)C2=O)sc(C)c1CC (configuration not stated)	-1	-2	-1.5	1	-10	2	8	-23	102	23	-1
COc1ccc(S(=O)(=O)N(C)c2ccc(C(=O)NCC3CCCO3)cc2)cc1 (configuration not stated)	-18	-2	-0.9	-7	-12	1	14	0	98	0	-1
CCOC(=O)C1(Cc2ccccc2C(F)(F)F)CCN(C(=O)c2cc(C(C)=O)n[nH]2)CC1	10	-6	-2.2	-10	-1	-1	-17	10	108	-10	7
CCC(C)C(=O)Nc1nc2ccc(S(C)(=O)=O)cc2s1 (configuration not stated)	23	-10	0.0	2	15	-6	-4	0	101	0	-2
COCCOC(=O)c1c(C)oc2ccc(OCC=C(C)C)cc12	12	-7	1.5	-9	-4	-7	-6	19	102	-19	2
O=C(Cn1nc2n(c1=O)-c1ccccc1SC2)N/N=C/c1cccs1	.	-8	-0.5	-1	26	-2	-12	-7	109	7	-6
CCC(CC)c1nnc(NC(=O)Cc2cccs2)s1	-10	-14	-1.1	-4	-17	-1	-3	2	100	-2	-2
C=C(C)CSc1nnc(-c2ccc(OC)c(OC)c2)n1N	1	-5	0.3	-1	2	-3	-2	5	99	-5	-4
O=C(O)CNC(=O)c1ccccc1F	11	3	2.6	-5	-2	1	-6	37	100	-37	-4
NC(Cc1ccc(O)cc1)c1cn([C@@H](CCC(=O)O)C(=O)N2CCNCC2)nn1 (some centres not stated)	-4	-10	1.0	-4	2	.	-17	2	97	-2	-5
CCOc1ccc(NS(=O)(=O)c2ccc(C)c(C(N)=O)c2)cc1	-1	-7	-0.4	-3	26	2	73	.	.	.	-2

Continuation:
SMILES	MITF TRPM1 HTS	dFosB act	CDK5 p35 inh	PKA-R2B act	Arr AP2 block	NSD2 HMT inh	SUMO Mot1 rescue	SR-BI DiI-HDL act	Pemphigus Ab inh	SR-BI HDL uptake	PKA-R1A act
c1ccc(-c2noc(CN3CCOCC3)n2)cc1	29	2	1.8	-3	-5	2	-14	31	109	-31	0
Cc1ccc(OCc2n[nH]c(=S)n2C2CCCCC2)cc1	0	-33	0.9	-3	3	.	-8	-18	101	18	-3
CCOC(=O)C1CCCN(C(=O)CN2C(=O)/C(=C/c3ccc(OC)cc3)Oc3ccccc32)C1 (configuration not stated)	1	-5	-0.9	-9	-12	-3	-18	-38	98	38	-16
Cc1nnc(NC(=O)CSC2=NN3CCCC(=O)N=C3S2)s1	-8	-9	0.8	-8	32	1	-4	-9	102	9	-8
Brc1ccc2c(c1)[C@H]1OCC[C@H]1[C@@H](c1cccs1)N2	.	0	-0.8	6	10	.	51	-30	.	30	4
COCC(=O)N1CCC(Oc2ccc(C(=O)NC3Cc4ccccc4C3)cc2)CC1	-7	-3	-0.6	4	23	18	-9	-35	109	35	-2
CCOC(=O)C1CCN(c2ncnc3nc[nH]c23)CC1	1	-3	1.1	-2	-1	.	157	19	101	-19	-2
[O-]/[N+](=C/c1ccc(F)cc1)c1ccccc1	.	-3	-1.4	-3	-2	1	15	-21	.	21	1
O=C(Nc1ccc2c(c1)OCO2)Nc1cnccn1	54	6	-1.1	-12	-1	1	-12	.	100	.	-17
COc1ccccc1N1CCN(c2ccc([N+](=O)[O-])cc2Cl)CC1	-4	-10	-3.2	0	-1	8	6	-28	118	28	7
O=C(CCc1nc2ccccc2n1-c1ccccc1)NCCO	0	5	0.9	-8	-4	-3	-5	30	97	-30	-3
Cc1ccc(S(=O)(=O)Nc2ncnc3sccc23)cc1C	-9	5	2.1	-5	-4	-5	.	13	93	-13	6
CCC(CC)C(=O)Nc1ccc(-c2cn3cccnc3n2)cc1	13	3	0.8	2	43	-4	12	-4	96	4	4
Clc1ccc(N(CC2CO2)CC2CO2)cc1 (configuration not stated)	-2	2	-9.1	1	-6	-2	.	10	.	-10	-1
CCOc1ccc(C(=O)CCC(=O)NC(CC(C)C)C(=O)OC)cc1 (configuration not stated)	11	1	-1.7	5	-26	1	-13	-30	117	30	5
CCCCC(=O)Nc1ncc(Br)s1	2	-17	1.1	-4	-13	-1	0	1	99	-1	-5
Cc1ccccc1C(=O)NC1CCN(CC(=O)Nc2c(C)cccc2C)CC1	-12	3	-10	8	3	-1	11	-1	.	1	-9
CC(C)CCNC(=O)NC(=O)CSc1ccc(S(=O)(=O)N2CCOCC2)cn1	-4	-2	1.8	6	25	5	162	10	.	-10	5
CCN(C(=O)CSC1=Nc2ccccc2C2CC=NN12)C1CCS(=O)(=O)C1 (configuration not stated)	-1	-9	1.3	3	7	2	-17	-2	95	2	-4
CCOC(=O)c1c(/N=C/c2cc(C)ccc2O)sc2c1CCC2	9	-10	-0.3	2	13	2	-3	-17	93	17	-16
CNC(=S)Nc1ccc(C(N)=O)cc1	9	3	-1.4	-5	-2	10	0	.	99	.	2
NNC(=O)c1ccc(CSc2nc3ccccc3[nH]2)cc1	0	-9	0.1	-4	10	-8	0	-2	107	2	-9
Cc1cc(Nc2cccc(F)c2)n2c(n1)nc1ccccc12	-1	3	0.2	-15	3	.	106	-19	99	19	6
O=C(COc1ncnc2cc([N+](=O)[O-])ccc12)NC(=O)NC1CCCCC1	-9	-4	-3.3	-8	5	13	92	?	99	-305	-3
Cc1cc(N)n(-c2nc(-c3cccnc3)nc3ccccc23)n1	-4	0	0.0	1	28	-1	-18	-25	86	25	-3

More records follow:
SMILES	MITF TRPM1 HTS	dFosB act	CDK5 p35 inh	PKA-R2B act	Arr AP2 block	NSD2 HMT inh	SUMO Mot1 rescue	SR-BI DiI-HDL act	Pemphigus Ab inh	SR-BI HDL uptake	PKA-R1A act
C/C(=N\NC(=O)c1c(Br)c(C)nn1C)c1ccc(NC(=O)C(C)Oc2ccc(Cl)cc2C)cc1 (configuration not stated)	-18	1	0.6	-7	9	1	11	-76	.	76*	0
CCCc1nc2ccccc2n1CC(O)COc1ccc(NC(C)=O)cc1 (configuration not stated)	-2	-7	-0.7	6	8	0	-1	4	82	-4	2
CN(C(=O)CC1C(=O)NCCN1Cc1cccc(F)c1F)C1CCOCC1 (configuration not stated)	6	-5	-0.5	-1	0	5	4	6	105	-6	-1
NS(=O)(=O)c1ccc(NC(=O)CNC(=O)c2ccc3c(c2)OCO3)cc1	-5	5	1.1	8	-2	-1	-4	23	122	-23	3
CCCc1cc(=O)[nH]c(SCC(=O)Nc2cc(S(=O)(=O)N3CCCCC3)ccc2C)n1	2	-15	0.1	-1	26	.	-3	18	.	-18	0
O=C(N/N=C/c1cn(-c2cccs2)nc1-c1ccccc1)c1ccc(O)cc1	30	-9	0.6	-10	19	-1	138	-20	.	20	6
COc1ccc(-c2cc(=O)oc3cc(OCc4nn[nH]n4)ccc23)cc1	-9	-11	-0.2	0	19	-3	24	-13	102	13	-8
COCCCn1c(C23CC4CC(CC(C4)C2)C3)n[nH]c1=S	.	-2	2.9	4	-10	-1	10	-20	116	20	-3
CCCc1ncc(C(O)c2ccccc2OC)n1C (configuration not stated)	-6	-3	-0.1	.	-3	2	9	28	.	-28	.
COc1ccc(N2C(=O)C3C4C=CC(C4)C3C2=O)c([N+](=O)[O-])c1 (configuration not stated)	-4	0	-2.3	-1	11	0	-1	7	99	-7	-12
